HTR5A ag ctr: HTR5A agonism, opioid heterodimer counter-screen; P47898; HTR5A agonist assay, luminescence, cell-based; activation, % at 9.3 µM; actives 0.61% (n = 340,000); in the data active means activation mostly above about 9.5%, no sharp cut-off; inactive means mostly below about 7.6%;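 further: 0% = cells with vehicle only and 100% = reference agonist; strong numbers were not always called active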
OPRM1-OPRD1 inv: mu-delta opioid heterodimer inverse agonism | cell-based MOR-DOR heterodimer luminescence | P35372+P41143 | actives 0.21% (n = 340,000) | inhibition, % at 9.3 µM; in the data active means inhibition above about 22%, passing the limit was not always enough;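 further: 0% = cells with DMSO and 100% = wells without cells with DMSO; values of inactives mirror those of a sister screen read the other way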
Target sequence (P35372 whole entry, looked up): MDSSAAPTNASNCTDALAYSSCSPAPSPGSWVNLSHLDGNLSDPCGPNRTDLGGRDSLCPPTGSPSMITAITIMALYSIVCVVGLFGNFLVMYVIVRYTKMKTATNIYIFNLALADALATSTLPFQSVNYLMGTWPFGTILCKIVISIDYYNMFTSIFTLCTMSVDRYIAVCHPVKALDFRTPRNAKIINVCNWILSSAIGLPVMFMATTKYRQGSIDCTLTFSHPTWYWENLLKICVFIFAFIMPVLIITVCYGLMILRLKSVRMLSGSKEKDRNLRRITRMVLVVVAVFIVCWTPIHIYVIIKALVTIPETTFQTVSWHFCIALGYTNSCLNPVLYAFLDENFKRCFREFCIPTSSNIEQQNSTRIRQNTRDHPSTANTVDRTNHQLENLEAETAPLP
Target sequence (P41143 whole entry, looked up): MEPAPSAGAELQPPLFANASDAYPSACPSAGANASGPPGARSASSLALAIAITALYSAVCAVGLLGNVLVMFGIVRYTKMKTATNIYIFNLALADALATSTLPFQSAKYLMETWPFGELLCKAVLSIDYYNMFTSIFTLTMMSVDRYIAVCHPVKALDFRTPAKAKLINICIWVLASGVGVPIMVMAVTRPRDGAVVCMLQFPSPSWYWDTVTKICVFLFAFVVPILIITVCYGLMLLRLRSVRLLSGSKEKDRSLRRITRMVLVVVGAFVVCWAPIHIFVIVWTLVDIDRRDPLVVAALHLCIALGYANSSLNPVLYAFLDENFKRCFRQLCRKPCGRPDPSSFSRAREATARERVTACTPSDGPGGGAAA
DSG3 Ab inh: human desmoglein-3 autoantibody binding inhibition | P32926 | DSG3-coupled beads, scFv-anti-DSG3-GFP binding, flow cytometry; hits give low values | binding (percent of control), % at 10 µM | actives 0.48% (n = 310,000);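 active means binding more than 3 SD below its plate's average and above zero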;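 further: hits lower antibody fragment binding to DSG3; some compounds called inactive have numbers as strong as hits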
DAGLB inhibitor: diacylglycerol lipase beta (human) inhibition; Q8NCG7; HEK293T DAGLB membrane lysate, EnzChek fluorogenic substrate; inhibition, % at 5.17 µM; actives 0.059% (n = 340,000); in the data active means inhibition above about 34%;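 further: 0% = enzyme with vehicle and 100% = wells lacking enzyme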
PKA-R1A activ: activators of PKA-R1A complex. activation, % at 11.4 µM. actives 0.083% (n = 340,000). PKA-R1A dissociation, Cy5-IP20 fluorescence polarization; scaled: DMSO 0%, 113 µM cGMP 100%. P00514+P68181;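 active means percent activation above the mean of all tested compounds plus 3 SD, cut at about 19% in these data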;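 further: higher means more PKAc released from R1A so a rise in polarization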
PKA-R2B act: activates the human PKA-R2B holoenzyme complex. PKA-R2B holoenzyme dissociation, Cy5-IP20 fluorescence polarization; R2B truncated from residue 108, S112A mutant; 0% DMSO only, 100% 113 µM cGMP. activation, % at 11.4 µM. actives 0.079% (n = 340,000). AID 504700;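 active means activation above a cutoff set at the mean over all compounds plus 3 SD, cut at about 18% in these data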;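 further: higher means more holoenzyme dissociation and a rise in polarization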
HTR5A inv ag: counter-screen for OPRM1-OPRD1 inverse agonists: human HTR5A inverse agonism. P47898. HTR5A cell line, luminescence. inhibition, % at 9.3 µM. actives 0.083% (n = 340,000). AID 504634; in the data active means inhibition mostly above about 23%, no sharp cut-off; inactive means mostly below about 18%;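 further: 0% = cells with DMSO and 100% = no-cell wells with DMSO; some compounds called inactive have numbers as strong as hits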
Arr AP2 block: inhibitors of human beta-arrestin and AP2 interaction | FITC-arrestin peptide / GST-AP2 beads, flow cytometry; AP2 beta2 appendage carries R879A mutation | actives 0.31% (n = 340,000) | AID 504490 | inhibition, % at 10 µM;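 active means inhibition above a set limit, near 3 SD of compounds lacking own fluorescence, cut at about 54% in these data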;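 further: plate controls were DMSO wells for no effect and 5 µM unlabelled arrestin peptide for full effect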
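test system = AP2 appendage R879A on GSH beads | buffer or medium = PBS plus Tween 20 (0.05%) and BSA (0.1%) | incubation = 12 min plus 1 h, RT | detection = bead flow cytometry, FITC channel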
OPRM1-OPRD1 ag: agonists of human mu-delta opioid receptor heterodimerization; P35372+P41143; cells, OPRM1-OPRD1 heterodimerization, luminescence; activation, % at 9.3 µM; actives 0.3% (n = 340,000); AID 504326; in the data active means activation above about 18%;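 further: 0% = vehicle-treated cells and 100% = reference agonist; values of inactives mirror those of a sister screen read the other way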
V-ATPase pHluor: yeast V-ATPase proton transport regulation by pHLuorin; S. cerevisiae, pHLuorin cytosolic pH fluorescence; response, % at 10 µM; actives 0.37% (n = 350,000); AID 504577; in the data active means response mostly above about 7.3%, no sharp cut-off; inactive means mostly below about 5.4%; further: actives read high; inactives centre near 0; some compounds called inactive have numbers as strong as hits; reference of the scale not given here
The depositor's hits bear a star; x = not tested or not shown. Outcome played no part in choosing rows. About 2.4% of those tested had a hit in this group.

SMILES	HTR5A ag ctr	OPRM1-OPRD1 inv	DSG3 Ab inh	DAGLB inhibitor	PKA-R1A activ	PKA-R2B act	HTR5A inv ag	Arr AP2 block	OPRM1-OPRD1 ag	V-ATPase pHluor
COc1ccccc1NC(=O)c1ccc2c(c1)N(CC(=O)NC(C)(C)C)C(=O)C(C)(C)O2	1	13	109	-3	1	-2	-21	-7	-2.5	1
CC(C)c1ccc(NC(=O)C(c2ccccc2)N(C)C(=O)CCc2c[nH]c3ccccc23)cc1 (configuration not stated)	-1	-18	102	-2	3	-17	2	9	3.1	7
O=C(NCC1CCCN1S(=O)(=O)c1ccccc1)c1cccc(Cl)c1 (configuration not stated)	3	12	129	-2	-7	3	-4	-6	-2.6	3
COc1ccc(Cn2nnnc2C(c2cccnc2)N2CCN(c3ccc(O)cc3)CC2)cc1 (configuration not stated)	-2	-11	100	4	2	0	-3	-8	1.9	1
c1ccc(OCc2noc(CN3CCC(C4CCCCC4)C3)n2)cc1 (configuration not stated)	-5	-6	102	-13	-11	-4	12	9	1.2	-2
CC1=CC(C)C(C[N+]2(C)CCCCC2)C(C)C1 (configuration not stated)	-3	12	93	-2	-1	11	5	-4	-2.7	-1
CCn1cc(C(=O)O)c(=O)c2cc(F)c(N3CCN(C(=S)NC(=O)c4ccc(F)cc4)CC3)cc21	1	19	88	-1	-6	-5	-5	28	-3.7	2
Cc1cc(C)n(-c2nc3ccccc3nc2N2CCN(C(=O)c3ccc(F)cc3)CC2)n1	3	-19	90	0	0	-5	-7	1	3.0	-3
O=S(=O)(Nc1ccc2c(c1)OCO2)c1ccc(Cl)cc1F	0	-20	103	0	-9	-8	7	25	5.0	0
O=C(CN1CCCN(Cc2ccc(F)cc2Cl)C1=O)NC1CCCCCCC1	-2	-13	100	-3	-4	-4	-13	16	2.4	-6
CC(C)OCCCNC(=O)c1ccccc1NC(=O)C1=CSCCO1	2	17	92	-3	-1	-12	-8	-12	-3.1	7
CCN1C(=O)c2cccc3c(S(=O)(=O)N4CCCC4C(=O)O)ccc1c23 (configuration not stated)	3	5	104	-1	2	-8	-19	3	-0.9	1
COc1ccc(C(=O)c2ccc(OC)c(Br)c2)cc1Br	-4	-77	95	-2	-9	0	13	-6	13	-1
COc1ccc(Br)cc1S(=O)(=O)N(CC(=O)N1CCOCC1)c1ccccc1	0	13	106	2	0	-1	-32	28	-2.2	-2
Cc1cc(OCC(=O)NCCc2c[nH]c3ccccc23)c2c(C)c(C)c(=O)oc2c1	3	18	x	-1	5	0	19	13	-3.6	-3
Cc1cccc(C)c1N1CCN(S(=O)(=O)c2ccccc2)CC1	0	-20	99	-17	-4	3	1	7	4.4	-2
Cc1cc(N)ccc1N=Nc1c(C)n(C)n(-c2ccccc2)c1=O	-6	9	93	2	-1	0	16	13	-1.7	-6
Cc1cc(C)n(C(=O)CCCn2nc(C)c([N+](=O)[O-])c2C)n1	-1	10	116	-3	0	1	2	35	-2.2	-3
O=C(CCc1nnc(-c2ccsc2)o1)N1CCc2c(Cl)cccc2C1	-5	13	101	-2	-1	-6	13	-3	-1.8	3
CC(C)NC(=O)NC(=O)CSc1ncccn1	-6	22	102	-1	-9	3	16	-8	-4.7	-2
COC(=O)C1(CC2CC(c3cccc(Br)c3)=NO2)CCN(C(=O)OC(C)(C)C)CC1 (configuration not stated)	4	-2	101	-7	-6	-12	-9	10	0.3	3
Cc1c(NC(=O)c2ccc(-c3ccccc3)cc2)cccc1C(=O)O	-2	17	99	0	-7	-3	5	5	-3.1	-1
NC(=O)NC(c1ccc(Cl)cc1)c1ccccc1Cl (configuration not stated)	12	7	113	0	-3	-4	16	1	-1.3	2
Cc1ccc(CNC(=O)C2CC(=O)N(C3CCCCCCC3)C2)cc1 (configuration not stated)	1	-2	100	-2	2	3	-20	94*	0.3	3
Clc1ccc(C2=NCCn3nc4ccccc4c32)cc1	0	9	103	1	6	-1	0	-1	-1.7	-9
O=C(NC(=O)c1cccc(Cl)c1)OC[C@@H]1CCCN2CCCCC12 (some centres not stated)	-6	12	104	-1	-4	-6	16	41	-2.3	1
COc1ccccc1Nc1nnc(SCc2cc(=O)n3ccsc3n2)s1	2	-4	80	1	6	-1	0	-20	0.8	2
C=CC[C@@H](CC(=O)N[C@@H](CO)Cc1ccccc1)C(=O)N[C@@H](COC(=O)[C@@H](CC=C)CC(=O)OC(C)(C)C)Cc1c[nH]c2ccccc12	-3	-28	92	0	-7	-4	9	23	5.9	1
O=C(OCC(=O)c1ccc(Cl)s1)c1ccc2ccccc2n1	1	16	83	-1	-2	7	-10	-11	-3.1	-3
C[C@@]12C(=O)Nc3ccc(F)cc3C(=O)N1[C@H]1c3ccccc3OC[C@@H]1[C@@H]2c1ccccc1	6	5	101	1	-7	-12	-18	4	-0.8	0

Entries above containing a COOH group, in the order listed:
SMILES	HTR5A ag ctr	OPRM1-OPRD1 inv	DSG3 Ab inh	DAGLB inhibitor	PKA-R1A activ	PKA-R2B act	HTR5A inv ag	Arr AP2 block	OPRM1-OPRD1 ag	V-ATPase pHluor
CCn1cc(C(=O)O)c(=O)c2cc(F)c(N3CCN(C(=S)NC(=O)c4ccc(F)cc4)CC3)cc21	1	19	88	-1	-6	-5	-5	28	-3.7	2
CCN1C(=O)c2cccc3c(S(=O)(=O)N4CCCC4C(=O)O)ccc1c23 (configuration not stated)	3	5	104	-1	2	-8	-19	3	-0.9	1
Cc1c(NC(=O)c2ccc(-c3ccccc3)cc2)cccc1C(=O)O	-2	17	99	0	-7	-3	5	5	-3.1	-1

(next part)
SMILES	HTR5A ag ctr	OPRM1-OPRD1 inv	DSG3 Ab inh	DAGLB inhibitor	PKA-R1A activ	PKA-R2B act	HTR5A inv ag	Arr AP2 block	OPRM1-OPRD1 ag	V-ATPase pHluor
O=C(NC1CCCCC1)N1CCN(Cc2nc3ccccc3c(=O)[nH]2)CC1	1	7	106	0	6	0	-7	26	-1.2	1
CCCCN1CC(=O)N2[C@@H]3c4cc(Br)ccc4OC[C@@H]3[C@H](C(=O)OCC)[C@]2(C)C1=O	-2	8	110	-1	-4	-3	6	7	-1.8	-2
O=C(CN1CCN(Cc2cccc(C(F)(F)F)c2)CC1)NCC(=O)Nc1ccc(F)c(F)c1F	7	-19	99	-4	2	-2	-17	43	4.9	4
CCOC(=O)Cn1c(=NC(=O)CC)sc2c(C)cc(C)cc21	4	11	106	-4	-1	-10	-12	0	-2.2	2
O=C(COC(=O)Cc1ccc(Cl)cc1Cl)NCc1ccccc1	x	x	104	-1	0	-9	x	x	x	0
OC1(c2ccc(F)cc2)CN(c2ccccc2)C2=[N+]1CCS2 (configuration not stated)	0	13	99	-2	2	13	-9	4	-3.0	-2
O=C(CCC(=O)OCc1ccc(Cl)cc1)Nc1ccccc1	4	-3	99	-4	1	-2	-10	-5	0.5	1
CCN(CC)c1ccc(-n2c(C)cc(C=O)c2C)cc1	2	-5	x	2	-6	0	-4	-2	1.2	2
COc1cc(OC)cc(C(=O)N[C@H](C(=O)NC23CC4CC(CC(C4)C2)C3)C(C)C)c1	-2	2	104	-1	-2	-2	-6	4	-0.4	9
O=C(C1=C[C@H](C2CC2)C[C@H](OCc2ccc(CO)cc2)O1)N1CCN(Cc2ccc3c(c2)OCO3)CC1	-2	14	100	-4	-5	-3	-14	7	-2.6	-1
CCN(CC)CC(C)OC(=O)COc1ccc(OC)cc1 (configuration not stated)	3	1	x	-1	10	-11	-2	-2	-0.2	-1
O=C(CNC(=O)c1ccc(Cl)cc1)NCc1ccccn1	-1	8	100	3	-14	-7	5	-6	-1.5	3
CCOC(=O)CN1C(=O)C(=O)N(Cc2cccc(C)c2)C1=O	1	6	101	0	4	-2	-3	-16	-1.2	1
CCCN(CC(=O)Nc1ccc(Cl)cc1Cl)C(=O)/C=C/c1cc(OC)ccc1OC	0	1	105	-12	-7	-14	9	-6	-0.3	1
O=C(Nc1cccc(O)c1)c1cc(S(=O)(=O)N2CCCC2)ccc1Cl	0	-3	119	1	-1	14	1	-4	0.7	-3
O=C(CNc1ccc(Br)cc1)NC(=O)NC1CCCCC1	3	-7	100	2	-13	-6	5	28	1.4	6
CCCCNC(=O)CCCN1C(=O)c2cccnc2Sc2ccccc21	-1	7	88	0	2	-1	3	-7	-1.6	0
O=C(c1c[nH]c(C(=O)N2CCN(c3ccccc3F)CC2)c1)c1cccc(Cl)c1Cl	-3	-32	94	3	-5	11	8	10	6.2	0

Complete entries, looked up by structure.
Shown for `O=C(C1=C[C@H](C2CC2)C[C@H](OCc2ccc(CO)cc2)O1)N1CCN(Cc2ccc3c(c2)OCO3)CC1` : HTR5A ag ctr: -2; OPRM1-OPRD1 inv: 14; DSG3 Ab inh: 100; DAGLB inhibitor: -4; PKA-R1A activ: -5; PKA-R2B act: -3; HTR5A inv ag: -14; Arr AP2 block: 7; OPRM1-OPRD1 ag: -2.6; V-ATPase pHluor: -1
Shown for `CCN(CC)c1ccc(-n2c(C)cc(C=O)c2C)cc1` : HTR5A ag ctr: 2; OPRM1-OPRD1 inv: -5; DSG3 Ab inh: x; DAGLB inhibitor: 2; PKA-R1A activ: -6; PKA-R2B act: 0; HTR5A inv ag: -4; Arr AP2 block: -2; OPRM1-OPRD1 ag: 1.2; V-ATPase pHluor: 2

Screens: PubChem, several laboratories
